Assay outcomes: PubChem BioAssay, Emory University Molecular Libraries Screening Center
14-3-3g Raf: alters human 14-3-3 gamma binding to Raf peptide; actives 0.19% (n = 160,000); AID 422; FP, 14-3-3gamma / TMR-pS259-Raf peptide binding; P61981; inhibition, % at 40 µM; in the data active means inhibition above about 30%;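 further: 0% = protein plus tracer without compound and 100% = blank with tracer alone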
Target sequence (P61981 whole entry, looked up): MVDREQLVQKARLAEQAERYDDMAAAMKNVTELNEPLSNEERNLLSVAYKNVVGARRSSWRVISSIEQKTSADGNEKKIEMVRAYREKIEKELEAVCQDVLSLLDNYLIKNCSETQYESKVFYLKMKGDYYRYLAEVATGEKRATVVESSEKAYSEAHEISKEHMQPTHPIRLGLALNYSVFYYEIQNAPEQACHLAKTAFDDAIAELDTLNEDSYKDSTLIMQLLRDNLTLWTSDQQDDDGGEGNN
Starred values were filed as active, the others as inactive; & = joins results of further samples. A portion of the library; count on the stated rates, not on these rows.

Compound	14-3-3g Raf
O=C(CSc1nnc(Cn2nnc(-c3ccccc3)n2)n1-c1ccccc1)Nc1ccc(F)cc1	-12.1
CC(C)NC(=O)c1cc2cc(Br)ccc2oc1=O	2.6
O=C(O)C1CCCN1c1ncnc2ccccc12 (centres undefined)	0.8
O=C(C1CC1)N1CCCN(C(=O)C2CC2)CC1	-3.8
CC1(C)SCC(C(=O)O)N1C=O (centres undefined)	-0.7
Nc1ncnc(NCc2ccc(F)cc2)c1[N+](=O)[O-]	-4.1
CCCn1c2ccccc2c2nnc(SCC(=O)NC3CCCC3)nc21	-9.0
O=C1C(=O)N(Cc2cccnc2)C(c2ccc([N+](=O)[O-])cc2)/C1=C(\O)c1ccc(Cl)cc1 (centres undefined)	-5.7
O=C1CCC(N2C(=O)c3ccccc3C2=O)C(=O)N1 (centres undefined)	7.0
O=C1C2C3C=CC(C3)C2C(=O)N1c1ccc(NC2CCCCCC2)c([N+](=O)[O-])c1 (centres undefined)	-2.6
O=C(Cn1cnc2ccccc2c1=O)NCC(=O)Nc1cccc(Cl)c1	-1.8
CCc1ccc(OCc2nnc(SCCN3CCOCC3)n2C)cc1	-3.0
Cc1ccccc1Cn1c(=O)n(CC(=O)NCCc2ccccc2)c(=O)c2sccc21	-1.6
C=C(C)COc1ccc(-c2ncncc2Oc2ccc(OC)cc2)c(O)c1	-7.5
COc1cc(NC(=O)c2cc3nc(-c4ccc([N+](=O)[O-])cc4)cc(C(F)(F)F)n3n2)cc(OC)c1OC	4.6
CC1(C)CC(=O)C(C(c2ccc(Cl)cc2)C2C(=O)CC(C)(C)CC2=O)C(=O)C1	-3.5
CCC(C)NC(=O)CNC(=O)c1cn(-c2ccccc2OC)c(=O)c2ccccc12 (centres undefined)	-0.9
COc1ccc(OC)c(-n2c(O)cnc2Nc2nc(C)cc(C)n2)c1	-3.2
CCCC(c1nnnn1Cc1ccco1)N1CCC(C(N)=O)CC1 (centres undefined)	-1.3
COc1ccc(NC(=O)c2c(NCc3ccc(C)o3)sc3c2CCCCC3)c(OC)c1	-84.7
N#Cc1nc(-c2ccccc2)oc1NCc1ccccc1	-8.0
CC(C)(C)n1nc2c(c1NC(=O)Cc1ccc(F)cc1)CS(=O)(=O)C2	2.7
CCCOc1ccc(NC(=O)C2CC(=O)N(CC)C(=Nc3ccccc3OC)S2)cc1 (centres undefined)	0.4
N#Cc1cc2nc3c(nc2cc1C#N)-c1ccccc1C3=O	8.8
O=C(c1ccco1)N1CCN(C(=O)C2c3ccccc3C(=O)N3CCc4ccccc4C23)CC1 (centres undefined)	-3.2
COc1ccc(C)cc1NC(=O)Cn1ncc2c(=O)oc3ccccc3c21	3.1
Cc1cc(N2CCC(C)CC2)nc2ccc(NC(=O)CCC(=O)N3CCCCCC3)cc12	-4.6
CCOc1cc(C2Oc3nc(SC)nnc3-c3ccccc3N2C(=O)CC)cc(Br)c1OC (centres undefined)	-1.5
CC(C)(C)c1cc2c(c(C(C)(C)C)c1)OC(c1cccc([N+](=O)[O-])c1O)N2 (centres undefined)	-1.6
O=C(Nc1ccc2oc(-c3ccncc3)nc2c1)c1cccs1	1.2
O=C(CCCN1Cc2ccccc2C1)c1ccc(F)cc1	-5.3
O=C(O)c1cc(N2C(=O)C3C4C=CC(CC4)C3C2=O)ccc1Cl (centres undefined)	-4.9
O=C(CSc1nc2c(c(=O)n1-c1ccccc1)SCC2)NCc1ccccc1	-15.8
CC1=C(C(=O)Nc2ccccc2)C(c2ccccn2)n2nc(CCCO)nc2N1 (centres undefined)	-3.0
COc1cccc(NC(=O)c2cccc(N3C(=O)C4CCCCC4C3=O)c2)c1 (centres undefined)	-7.6
O=C(CN1CCN(CC(=O)Nc2ccc3c(c2)OCO3)CC1)Nc1ccc(F)cc1	-7.1&-4.4
CCOc1ccccc1N(CC(=O)NCc1ccc(OC)cc1)S(C)(=O)=O	-7.6
COc1cccc(NC(=O)c2ccc([N+](=O)[O-])o2)c1	-9.7
CCNS(=O)(=O)c1cc(Br)cc2c1N(C(=O)CC)CC2	-19.7
Cc1cc(C)c(S(=O)(=O)Nc2ccc3oc4c(c3c2)C(=O)CCC4)c(C)c1	-0.7

Reprinted at random: five compounds from above, in no set order.
Compound	14-3-3g Raf
Cc1cc(C)c(S(=O)(=O)Nc2ccc3oc4c(c3c2)C(=O)CCC4)c(C)c1	-0.7
CC1=C(C(=O)Nc2ccccc2)C(c2ccccn2)n2nc(CCCO)nc2N1 (centres undefined)	-3.0
COc1ccc(C)cc1NC(=O)Cn1ncc2c(=O)oc3ccccc3c21	3.1
N#Cc1cc2nc3c(nc2cc1C#N)-c1ccccc1C3=O	8.8
O=C(c1ccco1)N1CCN(C(=O)C2c3ccccc3C(=O)N3CCc4ccccc4C23)CC1 (centres undefined)	-3.2

(more compounds)
Compound	14-3-3g Raf
Cc1c(C(=O)O)sc2nc3n(c(=O)c12)CCC(C)CC3 (centres undefined)	7.6
O=C1c2ccccc2C(=O)c2c1cccc2N(CCO)CCO	-92.1
COc1cc2[nH]c(=O)n(CCCC(=O)N(C)Cc3ccccc3)c(=O)c2cc1OC	-10.3
CCOc1ccccc1C1NC(=O)c2c(sc3c2CCN(C)C3)N1 (centres undefined)	-176.0
COc1ccc(C2CC(C(F)(F)F)n3nc(C(=O)Nc4sc5c(c4C#N)CCC(C)C5)cc3N2)cc1OC (centres undefined)	-0.2
O=C(COc1ccc(S(=O)(=O)NC2CCCCC2)cc1Cl)NCC1CCCO1 (centres undefined)	-4.3
Nc1c(C(=O)C2CC2)sc2sc(C(=O)C3CC3)c(N)c12	-62.3
CC(=O)N(C1=C(N2CCOCC2)C(=O)c2ccccc2C1=O)C(C)C	-18.0
Cc1cc(/C=N/n2cnnc2)c(C)n1-c1ccc(Cl)cc1Cl	-7.3
O=c1ccnc(S/C=C/c2ccccc2)[nH]1	-5.5
COc1ccc(/C(O)=C2/C(=O)C(=O)N(c3nc(C)c(C)s3)C2c2ccco2)cc1 (centres undefined)	-8.2
O=C1C2CC=CCC2C(=O)N1c1ccc(Cc2ccncc2)cc1 (centres undefined)	-2.1
CCOC(=O)c1sc2ncn(CC(=O)NCC3CCCO3)c(=O)c2c1C (centres undefined)	-3.2&-6.3
CCOc1ccc(C(=O)Nc2nccs2)cc1Br	-4.0
CN1C(=O)CSc2ccc(NC(=O)N3CCC(N4CCCCC4)CC3)cc21	-11.5
C=CCn1c(=O)c(C(=O)Nc2ccc(I)cc2)c(O)c2ccccc21	-5.8
CCc1ccc(Nc2nc3cc(C(=O)OC)ccc3c(=O)n2-c2ccc(Br)cc2)cc1	2.0
O=C(CSCC(=O)N1CCCCC1)Nc1nc(-c2ccc(Cl)s2)cs1	-5.7
C/C(=N\O)C(=O)OC1CC(C)CCC1C(C)C (centres undefined)	-0.1
CCc1ccc(-n2c(=O)c3c4c(sc3n(CC(=O)NC(C)CC)c2=O)CCC4)cc1 (centres undefined)	-3.6
CCS(=O)(=O)CCn1c([N+](=O)[O-])cnc1C	-4.7
COc1ccc(OC)c(NC(=O)CCS(=O)(=O)c2cc(Br)cc3c2N(C(C)=O)CC3)c1	-8.5
CCc1nc(SCC(=O)NCc2ccco2)c2c3c(sc2n1)CCCC3	-5.0
COc1ccc(NC(=O)c2cc3c(CO)cnc(C)c3oc2=Nc2cc(Cl)ccc2OC)c(OC)c1	3.6
CC(C)CC(c1nnnn1C1CCCC1)N1CCN(C(=O)c2ccco2)CC1 (centres undefined)	-1.0
Nc1c(C(=O)N2CCc3ccccc3C2)sc2nc3c(cc12)CCC3	-10.0
COc1ccc(Oc2nc(C)nc3c2oc2ccccc23)cc1	4.8
CC1=C(C(=O)OC(C)C)C(c2coc3ccc(C)cc3c2=O)C2=C(CC(c3cccs3)CC2=O)N1 (centres undefined)	-51.4
CCOC(=O)C1=C(C)NC(=S)NC1c1cc(OC)ccc1O (centres undefined)	3.6
CNC(=O)c1ccc2c(c1SCCO)C(=O)c1ccccc1C2=O	1.5
O=c1c2cc(N3CCOCC3)ccc2nc(SCc2ccc([N+](=O)[O-])cc2)n1CCc1ccccc1	-10.8
Cc1ccc(C(=O)Oc2c(S(=O)(=O)c3ccccc3)c(C)nn2C(C)(C)C)cc1[N+](=O)[O-]	1.2
COc1ccc(Cn2c(Oc3ccc(C)c(C)c3)nc3c2c(=O)n(C)c(=O)n3C)cc1	-0.1
CC(=O)C(C(C)=O)c1c(Cl)c(O)c(O)c2c(C(=O)c3ccccc3)coc12	-5.8
O=C(NC1CCCCC1)NC1(C(=O)N2CCN3CCCC3C2)CCCCC1 (centres undefined)	-4.5
CCCOC(=O)c1ccc(Oc2c(-c3ccc(O)cc3O)n[nH]c2C)cc1	4.4
O=C(Nc1nc(-c2ccc([N+](=O)[O-])cc2)cs1)c1ccccc1F	-4.0
O=C(O)c1ccccc1NC(=O)C(Cc1ccccc1)N1C(=O)c2ccccc2C1=O (centres undefined)	0.5
CCOC(=O)c1sc(=S)n(-c2cccc3ccccc23)c1N	-3.2
O=C(NC1CC1)c1ccc(S(=O)(=O)NC2CCCCCC2)cc1	-2.7
CC1=C(C(=O)OC2CCCC2)C(c2cccc(OCc3ccccc3)c2)NC(=O)N1 (centres undefined)	-14.8
O=C1CCCC(=O)N1c1ccc(N2CCCCCCC2)c([N+](=O)[O-])c1	-3.1
O=C(O)CCNS(=O)(=O)c1ccccc1C(F)(F)F	6.0
O=C(Nc1ccc(Oc2ccc(NC(=O)C3CCCO3)cc2)cc1)C1CCCO1 (centres undefined)	-8.8
Cc1nc(N2CCC(C(N)=O)CC2)c2nnn(Cc3ccccc3)c2n1	1.9
COc1ccc(N2COc3cc4c(cc3C2)OCO4)cc1	2.6
CCN(CC)c1nc(C)nc2sc(C(=O)Nc3cc(Cl)ccc3OC)c(C)c12	3.8
N#Cc1c(NC(=O)c2ccc(N3C(=O)C4C5C=CC(C5)C4C3=O)cc2)sc2c1CCCC2 (centres undefined)	-22.0
O=C(CSc1nc2[nH]ncc2c(=O)n1-c1ccccc1)c1ccc2c(c1)OCCO2	-3.3
Cc1cccc(OCc2nnc(SCC(=O)OC3CCCCC3)o2)c1	-5.4
O=C(CSc1nnc(-c2cccnc2)n1Cc1ccccc1)c1c[nH]c2ccccc12	-14.9
Cc1c(C(=O)O)oc2ccc(S(=O)(=O)N3CC(C)CC(C)C3)cc12 (centres undefined)	-2.0&0.9
CC1CCCN(S(=O)(=O)c2ccc3[nH]c(=O)cc(C(=O)NCCN4CCCCCC4)c3c2)C1 (centres undefined)	0.0
CC(C)Cc1nc(N2CCN(C(=O)c3ccco3)CC2)c(C#N)c2c1CCC2	-10.0
Cc1ccc(Nc2nc(-c3ccc(C)cc3)c(C)s2)cc1	-7.1
O=C(c1cn(-c2ccccc2)nc1-c1ccccc1)N1CCCCC1	-8.6
CN1CCN(S(=O)(=O)c2cccc(S(=O)(=O)c3ccc(Cl)cc3)c2)CC1	-4.5
O=C(NCc1ccccn1)c1cn(-c2ccc(Cl)cc2)c(=O)c2ccccc12	0.2
Clc1ccc2nc3c(c(NCCCN4CCOCC4)c2c1)CCCC3	-1.8
COc1cccc(/C(O)=C2/C(=O)C(=O)N(CCN(C)C)C2c2ccccn2)c1 (centres undefined)	-3.8

Other compounds follow:
Compound	14-3-3g Raf
O=c1oc2ccccc2cc1-c1nc(-c2ccc([N+](=O)[O-])cc2)n[nH]1	4.6
c1cncc(-c2nn[nH]n2)c1	2.8
O=C1c2ccccc2C(=O)c2cc(F)ccc21	-20.0
O=C(NCCCN1CCN(c2ccc(F)cc2)CC1)c1ccc2nc3cc(Cl)ccc3c(=O)n2c1	-4.5
Oc1ccc(Br)cc1C=Nc1ccc2oc(-c3cccc(F)c3)nc2c1	-11.2
Cc1cc(C)cc(OCC(=O)Nc2ccccc2C(=O)NCc2ccco2)c1	-6.1
COc1ccc(CCNC(=O)C2CCN(S(=O)(=O)c3ccc(C)cc3)CC2)cc1	-10.4
CC1CCCCN1S(=O)(=O)c1ccc2[nH]cc(C(=O)O)c(=O)c2c1 (centres undefined)	-101.5
O=C(O)c1cc(Cl)ccc1NS(=O)(=O)c1ccc(Cl)cc1	6.0
Cc1c(C#N)c2ccccc2n1CC(=O)N1CCCC1	-8.6
Cc1sc(N2C(=O)C3C4C=CC(C4)C3C2=O)c(C#N)c1C (centres undefined)	1.6
Cc1ccc(Nc2ncnc3c2cnn3-c2ccccc2)cc1Cl	-1.2
O=C(Nc1cccc(C(F)(F)F)c1)c1cc([N+](=O)[O-])ccc1Cl	-9.9
Cc1ccc2nc(-c3ccc(O)cc3)c(Nc3ccccc3C)n2c1	-7.3
CC1=C(C(=O)Nc2ccc(Cl)cc2)C(c2cccc([N+](=O)[O-])c2)n2c(nc3ccccc32)N1 (centres undefined)	3.5
C=CCNc1ccc2c3c(cccc13)C(=O)N(c1ccccc1)C2=O	158.1*
CCOC(=O)CN(C(=O)Cn1nnc(-c2ccc(C)cc2)n1)C(CC)C(=O)NC1CCCC1 (centres undefined)	-6.4
O=C(NCC1CCCO1)c1cc(-c2ccncc2)nc2ccc(S(=O)(=O)N3CCOCC3)cc12 (centres undefined)	-7.5
N#Cc1c(-c2cccs2)cc(-c2cccs2)nc1SCC(=O)Nc1cccc([N+](=O)[O-])c1	-5.5
CCCCC(CCC(=O)O)(C(=O)OCC)c1csc(N)n1 (centres undefined)	-1.3
CC(=O)NCCSc1c(-c2ccc(C)cc2)[nH]c2ccccc12	-3.8
CN(C)c1nc(NCc2ccccc2)nc(Oc2ccc(=O)[nH]n2)n1	-2.0
Cn1c(NCCCN2CCOCC2)nc2c1c(=O)n(Cc1ccc(Cl)c(Cl)c1)c(=O)n2C	-3.0
